KCNH2 3.1 block = inhibitors of human KCNH2 3.1 potassium channel isoform; 340,000 tested, 0.95% active; U2OS KCNH2 3.1, thallium flux FluxOr; hits give low values; activity change, % (tested at about 1.8 µM); AID 720553;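 active means maximum activity change below -70%; inconclusive means maximum activity change from -70% to -50%; inactive means maximum activity change above -50%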;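 further: thallium influx rate constant from kinetic fluorescence after stimulation buffer; on the % scale 0 is the no-effect control and ±100 the full control effect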
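Kinetic fluorescence (2 min after stimulation buffer) measures Tl+ influx through KCNH2 3.1 expressed by viral transduction in U2OS cells; the rate constant is normalized against DMSO controls serving as positive and negative references.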
ELG1 repair inh = ELG1-dependent DNA repair inhibition | HEK293T ELG1-luciferase reporter, luminescence, 16 h; DNA damage induced by 5-fluorouridine | Potency, µM (top dose mostly 46.1 µM), for the others: at the top dose activity change, negative = inhibition, usual class: inhibitors | 330,000 tested, 2.3% active | AID 504467; further: potency means the concentration at half of the fitted maximal effect; on the % scale 0 is the no-effect control and ±100 the full control effect; nearly all actives have a fitted effect of over 55% in size
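Luminescence from the luciferase reporter, measured 30 min after ONE-Glo reagent at room temperature, was the read-out. Beforehand, 2,000 cells per well were exposed for 16 hr at 37 °C to 5-fluorouridine together with compound or vehicle.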
Eya2 inh = inhibitors of human Eya2 phosphatase activity | recombinant Eya2, OMFP fluorescence dephosphorylation (OMFP is methylfluorescein phosphate) | 330,000 tested, 0.006% active | AID 488837 | O00167 | Potency, µM (doses to about 76.9 µM), inactives show at the highest dose activity, negative = inhibition, actives largely listed as inhibitors; further: potency means the concentration at half of the fitted maximal effect; on the % scale 0 is the no-effect control and ±100 the full control effect
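Eya2 (0.2 uM) preincubated 10 min at ambient with compound, then OMFP substrate added at 50 uM; 10 min reaction in 50 mM HEPES pH 7.5, 50 mM NaCl, 5 uM MgCl2, 0.05% BSA, 1 mM DTT. Fluorescence read at Ex 485/Em 525 nm.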
USP2a block = inhibitors of human ubiquitin-specific protease USP2a | O75604 | USP2 core, Ub-CHOP2 coupled fluorogenic reporter, 485/531 | Potency, µM (top dose mostly 38.3 µM), for inactives: top-dose activity change, negative = inhibition, hits mostly inhibitors | 330,000 tested, 0.01% active | AID 463254;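 further: potency means the concentration at half of the fitted maximal effect; plate controls were DMSO wells for no effect and full inhibition by NEM control for full effect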
Target sequence (O75604 whole entry, looked up): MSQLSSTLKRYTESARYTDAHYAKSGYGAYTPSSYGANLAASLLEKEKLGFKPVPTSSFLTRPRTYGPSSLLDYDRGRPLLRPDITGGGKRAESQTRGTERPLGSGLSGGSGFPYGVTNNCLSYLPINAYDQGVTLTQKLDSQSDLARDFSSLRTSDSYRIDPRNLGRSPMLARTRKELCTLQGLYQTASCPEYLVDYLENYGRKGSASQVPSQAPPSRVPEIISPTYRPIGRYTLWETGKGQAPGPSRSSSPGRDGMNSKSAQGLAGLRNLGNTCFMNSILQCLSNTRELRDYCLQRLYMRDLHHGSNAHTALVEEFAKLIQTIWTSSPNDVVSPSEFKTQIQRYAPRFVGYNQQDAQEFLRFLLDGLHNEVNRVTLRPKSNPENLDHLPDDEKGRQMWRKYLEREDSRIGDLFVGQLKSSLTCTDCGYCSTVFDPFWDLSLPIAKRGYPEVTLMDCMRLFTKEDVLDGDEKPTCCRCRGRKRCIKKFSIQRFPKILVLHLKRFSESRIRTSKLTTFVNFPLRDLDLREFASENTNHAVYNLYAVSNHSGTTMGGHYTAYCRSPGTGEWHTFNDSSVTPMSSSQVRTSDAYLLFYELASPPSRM
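Cell-free coupled assay: 10nM USP2 core preincubated 30min RT with compound in Tris-HCl pH 8.0/CaCl2/CHAPS buffer, then 25nM Ub-CHOP2 and 25nM reporter substrate; fluorescence (Ex 485/Em 531) read after 60min RT, normalized to NEM inhibition, concentration-response curves fitted.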
hERG WT inh = inhibitors of human wildtype KCNH2 potassium channel; activity change, % at 1.84 µM; Q12809; AID 720551; 340,000 tested, 0.37% active; U2OS, BacMam KCNH2, thallium flux FluxOr; hits give low values;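 active means maximum activity change below -70%; inconclusive means maximum activity change between -70% and -50%; inactive means maximum activity change above -50%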; further: on the % scale 0 is the no-effect control and ±100 the full control effect
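U2OS cells transduced with wild-type KCNH2 virus are loaded with FluxOr dye for 45 min, and thallium flux is measured in kinetic reads before and after stimulation buffer. Rate constants are normalized to DMSO controls.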
TCR act = T cell receptor activation; primary human leukocytes, anti-CD3, IL-2 HTRF, 48 h; Potency, µM (doses to about 9.22 µM), for the others: at the top dose activation of IL-2 secretion, hits mostly activators; 330,000 tested, under 10 active; further: % of control where 0% means no effect
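Compounds are tested in HTS on primary human leukocytes co-incubated with a-CD3 beads for 48 hr. IL-2 output is measured by time-resolved FRET.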
Mito fusion act = blocks mitochondrial division or promotes mitochondrial fusion | 320,000 tested, 0.23% active | Potency, µM (series often up to 46.1 µM), inactives show at the top dose growth rescue (activation), hits mostly activators | AID 485298 | S. cerevisiae fusion-defective mutant growth rescue, CellTiterGlo 48 h;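 further: potency means the concentration at half of the fitted maximal effect; % of control where 0% means no effect; nearly all actives have a fitted effect of over 45% in size; temperature-sensitive fusion mutants such as fzo1-1 at 37 °C on non-fermentable ethanol glycerol medium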
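Growth-rescue viability read-out: after 48 h at the non-permissive 37C in glycerol/ethanol YPEG, yeast mitochondrial fusion mutants are measured by CellTiterGlo luminescence; compounds (23 nl pinned per well) restoring growth score as division inhibitors or fusion activators.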
TRPV1 ag = agonists of human vanilloid receptor 1 (TRPV1). Q8NER1. TRPV1-expressing cells, Fluo-8 calcium influx, agonist mode. activation, % at 8.33 µM. 320,000 tested, 0.19% active; in the data active means activation above about 80%; inconclusive means between about 30% and that limit; further: 0% is about no effect
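Fluo-8 calcium influx in TRPV1-expressing cells, kinetic read (ex 480/em 520 nm). Compound added and read 3 min for agonist activity, followed by capsaicin at EC20 final and 2 min further read for enhancement.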
TSHR antag = blocks TSH signaling through the human TSH receptor; P16473; TSHR-expressing cells, TSH-stimulated cAMP HTRF, 2 h; hits give low values; activity change, negative = inhibition, % at 11.5 µM; 330,000 tested, 0.2% active; AID 504810;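 active means activity change below a set negative limit, meaning inhibition stronger than a set level, cut at about -70% in these data; inconclusive means activity change between two set negative limits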; further: on the % scale 0 is the no-effect control and ±100 the full control effect
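TSHR-expressing cells were treated with compounds, then stimulated with TSH at EC80 (4nM final) for 2 hours at 37 deg C. Cellular cAMP was measured by HTRF competition between lysate cAMP and cAMP-d2 for a cryptate-labelled anti-cAMP antibody.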
AT treatment = potential ataxia-telangiectasia treatment; […] A-T fibroblasts, KAP-1 phosphorylation AlphaLISA; neocarzinostatin DNA damage 30 min before lysis; Potency, µM (doses to about 57.5 µM), for the others: top-dose activation, usual class: activators; 320,000 tested, 0.19% active; further: potency means the concentration at half of the fitted maximal effect; % of control where 0% means no effect; nearly all actives have a fitted effect of over 45% in size
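ATM-like activity read as KAP-1 phosphorylation via AlphaLISA donor/acceptor antibody pairs after lysis and 6 hr at 25C. Cells were ATM-null patient fibroblasts ([…], hTERT), dosed 60 min, then exposed to the DSB inducer NCS for 30 min.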
* marks the source's active call; other numbers are inactive results; i = inactive; ? = inconclusive; / = not tested or not shown; & = joins results of further samples; [ ] = dose if it differs, or a comment. Unless noted, the call rests on the fitted dose curve; in most records, active means well fitted curve in the direction sought with a large enough effect; inconclusive means small, poorly fitted or top-dose-only effect, or another doubt; inactive means no such curve, though single readings can be large; an effect the other way counts as inactive or inconclusive.

SMILES	KCNH2 3.1 block	ELG1 repair inh	Eya2 inh	USP2a block	hERG WT inh	TCR act	Mito fusion act	TRPV1 ag	TSHR antag	AT treatment
C[C@]12CCC(=O)C=C1CC[C@@H]1[C@@H]2[C@@H](O)C[C@@]2(C)[C@H]1CC[C@]2(O)C(=O)COC(=O)CCC(=O)O	-3.4&12.3	23.2%&20.9%	9.7%&1.7%	1.4%&1.4%	-6.2&1.2	-1.1%&-3.3%	0.3%&-3.5%	-4.7&-0.4	-3.4&-9.3	-10.2%&4.0%
Cc1cccc(NC(=S)NCCc2ccc(F)cc2)c1C	-6.8	-4.6%	-7.7%	0.5%	-0.5	-4.9%	3.3%	22.4	12.2	2.7%
Cc1noc(NS(=O)(=O)c2ccc(NC(=O)CSc3nc4c(cc3C#N)CCCC4)cc2)c1C	5.3	8.7%	21.0%	-0.4%	-16.0	7.4%	0.9%	/	1.3	3.5%
O=C(O)c1ccc(-n2cccc2/C=C2/NC(=O)N(c3cccc(Cl)c3)C2=O)cc1	5.3	-18.9%	-0.9%	2.0%	11.4	-2.7%	20.6%	-0.9	-5.6	-0.7%
Cc1ccc(NC(=O)c2cc(-c3ccc(C)o3)nc3ccccc23)cc1	-14.3	1.2%	17.3%	3.9%	-2.1	/	6.5%	26.3	-3.3	0.4%
O=C(O)c1ccc(Cl)c(NC(=S)NC(=O)c2cccc(COc3ccccc3)c2)c1	3.3	2.0%	2.8%	-1.0%	11.0	/	7.6%	-6.2	-10.3	4.0%
Cc1sc2ncnc(NCC3COc4ccccc4O3)c2c1C (stereo not drawn)	19.2	?	-0.2%	1.6%	1.5	0.8%[46.1 µM]	20.4%	20.5	-37.2	4.7%
CCOC(=O)c1ccc(NC(=O)C(CC)CC)cc1	-0.2	?	9.5%	-1.7%	-7.0	-6.1%	-7.4%	4.7	-10.0	1.4%
O=C(c1ccc(O)c(Cl)c1)N1CCN(S(=O)(=O)c2ccccc2)CC1	12.5	3.2%	13.7%	-0.1%	6.8	1.7%	1.6%	-0.5	9.6	-2.5%
CCCn1c(CCc2ccccc2)nnc1SCC(=O)N1CCCC1	3.2	19.5%	-3.8%	0.0%	0.2	3.8%	-3.3%	0.1	9.8	-3.8%
O=C(c1ccc(COc2c(F)c(F)c(F)c(F)c2F)o1)N1CCN(Cc2ccc3c(c2)OCO3)CC1	-12.4	?	-4.8%	1.9%	-8.0	-1.1%[46.1 µM]	11.8%	9.3	15.7	1.3%
Cc1scc(C(=O)N/N=C/c2ccco2)c1C	-9.6	?	0.7%	2.3%	-6.2	0.4%[46.1 µM]	-5.7%	1.2	-4.8	-2.3%
O=C(NCC1CC1)c1onc(CSc2ccc(F)c(F)c2)c1C(=O)NCC1CC1	1.3	-2.4%	-7.9%	2.3%	2.2	-3.2%	15.9%	?	-8.4	16.6%
COc1ccccc1/C=C/C(=O)/C=C/c1ccccc1O	-10.8	?	-13.2%	-10.4%	-10.6	-5.4%	-12.6%	7.7	-6.1	?
O=C(NCCCN1CCOCC1)c1cc2ccccc2cc1O	-1.8	17.4%	-0.6%	-1.9%	7.7	-8.5%	-0.2%	7.0	9.4	3.2%
C[C@H]1COC(=O)[C@H](Cc2ccc(F)cc2)C/C=C\C[C@@H](CC(=O)N(CCO)Cc2ccccc2)C(=O)N1	8.5	-17.5%	-20.6%	0.1%	15.5	3.0%	/	/	1.7	3.9%
O=C(Nc1ccccc1C(F)(F)F)c1ncn[nH]1	22.5	?	1.7%	17.8%	3.4	-21.1%	11.9%	-4.3	16.1	-5.6%
COC(=NC(C)C)NC(C)C	-13.2	3.5%	-12.1%	9.0%	1.6	1.9%	4.8%	-0.3	4.3	-11.8%
COc1cc(NC(=O)COc2cccc(OC)c2)cc(OC)c1	-2.2	?	-15.0%	-0.1%	-3.6	11.2%	-4.6%	22.9	0.5	3.2%
CN(C)c1ccc(CNC(=O)CCNS(=O)(=O)c2cc(Br)cnc2N)cc1	8.7	?	-3.7%	-0.9%	-2.6	3.9%	7.8%	4.3	-2.3	-3.6%
Cc1cccc(N2C(=O)CC(N3CCN(c4ccccc4)CC3)C2=O)c1 (stereo not drawn)	0.6	6.9%	-5.4%	0.4%	-11.7	2.5%	-4.5%	0.0	6.3	-5.0%
O=C(C1CC(=O)N(C2CCCC2)C1)N1CCN(c2cccc(C(F)(F)F)c2)CC1 (stereo not drawn)	12.3	?	-9.7%	-1.2%	7.6	0.2%	0.6%	9.3	-12.4	3.2%
COc1ccc(OCc2nnc(SCC(=O)N3CCCC3)o2)cc1	8.9	16.4%	0.5%	1.8%	7.1	3.4%	-0.6%	3.0	-1.3	10.3%
COC(=O)NNC(=O)c1ccccc1OC	-16.1	2.0%	5.4%	2.2%	3.9	1.8%	0.2%	3.8	8.9	0.7%
COc1ccc(N2CCN(C(=O)CNC(=O)c3ccc4ccccc4c3)CC2)cc1	-3.4	?	-1.7%	-1.6%	-3.4	-5.8%	-7.7%	-3.0	-0.7	4.7%
CC/C(C)=N\NC(=O)CNC(=O)c1ccc(Cl)cc1Cl	/	0.8%	4.2%	0.3%	15.4	-0.4%	-3.7%	4.2	-2.8	-2.5%
CCN(CC(=O)Nc1ccccc1OC)C(=O)/C=C/c1cccs1	1.7	21.4%	2.3%	0.2%	-2.7	-1.2%	-1.2%	-2.2	5.1	1.4%
O=S(=O)(c1ccc(NCCCO)nc1)N1CCOCC1	10.1	8.1%	-3.2%	1.3%	3.0	1.1%	3.7%	1.8	-1.2	-1.4%
Cc1ccc2cc(C(c3nnnn3C(C)(C)C)N3CCCCCC3)c(=O)[nH]c2c1 (stereo not drawn)	-14.3	15.9%	-17.5%	3.8%	-13.2	2.8%	-4.5%	-1.3	-2.1	-8.4%
CC(NC(=O)Cc1cccs1)c1ccncc1 (stereo not drawn)	-6.4	9.9%	-16.3%	-2.0%	-14.3	/	6.9%	10.8	33.4	21.8%
O=C(Nc1ccccc1Oc1ccsc1C(=O)O)c1ccccc1F	-28.5	-7.9%	8.5%	0.4%	4.3	1.9%	3.6%	-5.1	-6.7	-3.5%
COCCNc1nnc(SCC(=O)NNC(=O)c2ccc([N+](=O)[O-])cc2)s1	-3.4	-3.8%	-18.6%	-1.1%	22.0	-2.4%	-1.4%	1.7	4.1	5.5%
COc1nnc(-c2ccc(C)c(S(=O)(=O)N(C)C)c2)c2ccccc12	5.7	?	-10.7%	-3.0%	2.0	-1.8%	0.0%	15.6	-3.5	6.7%
O=C(C1=C[C@@H](C2CCCCC2)C[C@@H](OCc2ccc(CO)cc2)O1)N1CCOCC1	-16.3	-9.1%	-11.2%	-0.1%	-10.5	-7.0%	25.5%	?	-8.1	-12.8%
O=C(Nc1ccccc1)N1CCn2c1nc1ccccc12	-2.8	13.0%	5.7%	0.0%	2.0	-3.9%	25.8%	11.9	12.0	12.2%
Cc1ccsc1C1C=C(c2cccc(Br)c2)Nc2ncnn21 (stereo not drawn)	1.4	-10.0%	22.6%	13.9%	-1.5	6.3%	-13.2%	11.2	-13.2	-2.7%
CCOC(=O)Cc1c(C)nc(SC)[nH]c1=O	16.7	4.6%	-5.8%	3.1%	-5.6	-1.2%	2.6%	0.2	2.9	0.3%
CC1CCCCC12NC(=O)N(CC(=O)Nc1ccc(Cl)c(S(=O)(=O)N3CCOCC3)c1)C2=O (stereo not drawn)	8.9	-24.1%	4.9%	0.8%	-3.2	-1.1%	8.5%	-0.6	-0.8	0.0%
CCCN(CCC)C(=O)Cn1c(=O)n(CCCC(=O)NCc2ccco2)c(=O)c2sccc21	13.6	19.0%	5.4%	1.7%	-4.7	3.0%	0.1%	2.3	9.6	-2.8%
CCOC(=O)CN1N=C(/C=C/c2ccc(OCC)cc2)CCC1=O	-8.4	9.9%	-6.1%	-0.5%	i	-8.2%	-0.2%	-0.7	-1.5	1.2%
CCN(CC(=O)NCc1cccs1)C(=O)c1cccc(S(=O)(=O)N2CCc3ccccc32)c1	-11.6	-14.7%	14.2%	-6.0%	4.6	-2.9%	3.6%	2.5	22.1	5.0%
COc1ccccc1/C=C/C1(C(=O)NC2CCCC2)CC(=O)N1c1ccccc1 (stereo not drawn)	-0.3	-25.4%	8.2%	-9.7%	-6.0	1.0%	21.1%	20.9	2.9	-1.4%
COCc1cc(C)nc(Nc2ccccc2OC)c1C#N	2.0	3.6%	-8.0%	-1.4%	-3.8	1.6%	1.6%	19.3	-5.5	1.7%
CCCn1nc(CC(=O)OCC)c2ccccc2c1=O	4.4	5.1%	2.3%	-0.5%	26.0	-3.9%	3.0%	0.3	9.3	1.9%

Assay outcomes: PubChem, National Center for Advancing Translational Sciences (NCATS)

This is a subset; count on the stated rates, not on these rows.
